Bioassay records: PubChem BioAssay, several laboratories
CHOP inhibitor: inhibitors of CHOP promoter induction, primary screen, cell-based, unfolded protein response, luciferase reporter; inhibition, % at 10 µM; hit rate 3.8% among 220,000; CHO-K1 CHOP-promoter luciferase, tunicamycin-induced, 15-18 h;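 active means compounds that reduced the stress-induced luciferase reporter signal by more than about 70% of percent inhibition, limit read from the data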;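 further: 0% = tunicamycin plus vehicle and 100% = wells without tunicamycin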
Mdm2 ligase inh: MDM2-luciferase reporter signal enhancers, primary screen, MDM2 E3 ligase inhibitor project, cell-based, luminescence, 1536-well; hit rate 0.11% among 210,000; E3 ubiquitin-protein ligase Mdm2 (Homo sapiens), Q00987; AID 1230, 2008; signal enhancement, % at 5 µM; cell-based MDM2 ubiquitination luciferase reporter, 2 h; 0 = plate control, 100 = twice control, blank-subtracted;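 active means signal enhancement of 30% or more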;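 further: luminescence tracks abundance of the self-degrading MDM2-luciferase fusion protein; higher signal means inhibition of MDM2 E3 ligase activity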
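Material: stable MDM2–luciferase fusion reporter cells / Quantity: 2000 cells/well / Dosing: single 5 µM compound dose, 0.2% final DMSO / Buffer or medium: DMEM / Schedule: 4 h cell settling then 2 h compound exposure, 37 °C / Detection: luminescence with SteadyLite reagent, 15 min at room temperature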
p47phox inh: p47phox/p22phox peptide binding inhibitors, primary screen, biochemical, uHTS, NADPH oxidase regulatory subunit; hit rate 0.53% among 220,000; inhibition, % at 24.7 µM; Neutrophil cytosol factor 1 (Homo sapiens), P14598; fluorescence polarization, 2 h;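 active means inhibition above about 30%, limit read from the data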;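 further: 0% = p47phox with labelled peptide and 100% = labelled peptide alone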
TNF death inh: inhibitors of TNF-alpha triggered necroptosis, primary screen, cell-based, Jurkat FADD-/-, single concentration | Jurkat FADD-/- TNF necroptosis rescue, ATP luminescence, 24 h; 0 = TNF only, 100 = no-TNF cells | activation (protection from cell death), % at 10 µM | hit rate 0.068% among 220,000;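 active means activation, meaning protection from cell death, of at least 50% relative to plate controls; inactive means activation below 50%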;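 further: necroptosis triggered by 40 ng/mL TNF-alpha added together with compound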
Runt-SMMHC FRET: inhibitors of RUNX1 Runt–CBFb-SMMHC binding, primary screen, biochemical, FRET, Cerulean-Runt, Venus-CBFb-SMMHC, uHTS; Runt-related transcription factor 1 (Homo sapiens) + Core-binding factor subunit beta …; hit rate 0.74% among 220,000; inhibition, % at 20 µM; AID 1434, 2008; Cerulean-Runt/Venus-CBFb-SMMHC FRET ratio 530/480, 1 h;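 active means mean inhibition across duplicate retests at 20 µM reaching about 50%, limit read from the data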;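 further: 0% = DMSO wells and 100% = wells with excess untagged CBFb-SMMHC; inhibitors lower the FRET ratio by blocking Runt binding to CBFb-SMMHC; some results filed as inactive read as strong as hits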
EBV gp42 inh: Epstein-Barr virus gp42 inhibitors, primary screen, biochemical, uHTS, fluorescence polarization. Fluorescence polarization binding assay, mP read-out. inhibition, % (tested at 21.74 µM). hit rate 0.42% among 220,000. AID 1085, 2008; in the data active means inhibition above about 50%
Target sequence (Q1HVG2 whole entry, looked up): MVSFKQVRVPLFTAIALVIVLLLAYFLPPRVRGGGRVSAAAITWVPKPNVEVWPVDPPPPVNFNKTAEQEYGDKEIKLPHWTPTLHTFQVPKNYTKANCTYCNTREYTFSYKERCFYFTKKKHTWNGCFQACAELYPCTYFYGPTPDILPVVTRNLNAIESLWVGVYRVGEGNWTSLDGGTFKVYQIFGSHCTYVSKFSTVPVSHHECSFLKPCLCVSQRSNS
TRPML3 ag: human TRPML3 channel agonists, primary screen, cell-based, HEK293 TRPML3-YFP, Fluo-8 calcium fluorescence, 3 µM | activation, % at 3 µM | hit rate 0.29% among 220,000 | Mucolipin-3 (Homo sapiens), Q8TDD5 | AID 1448, 2008 | 100% = the carbachol control signal;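 active means activation above its plate's cutoff, the mean activation of the plate's test wells plus 3 SD, cut at about 12% in these data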;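 further: 0% = DMSO only wells and 100% = carbachol wells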
Target sequence (Q8TDD5 whole entry, looked up): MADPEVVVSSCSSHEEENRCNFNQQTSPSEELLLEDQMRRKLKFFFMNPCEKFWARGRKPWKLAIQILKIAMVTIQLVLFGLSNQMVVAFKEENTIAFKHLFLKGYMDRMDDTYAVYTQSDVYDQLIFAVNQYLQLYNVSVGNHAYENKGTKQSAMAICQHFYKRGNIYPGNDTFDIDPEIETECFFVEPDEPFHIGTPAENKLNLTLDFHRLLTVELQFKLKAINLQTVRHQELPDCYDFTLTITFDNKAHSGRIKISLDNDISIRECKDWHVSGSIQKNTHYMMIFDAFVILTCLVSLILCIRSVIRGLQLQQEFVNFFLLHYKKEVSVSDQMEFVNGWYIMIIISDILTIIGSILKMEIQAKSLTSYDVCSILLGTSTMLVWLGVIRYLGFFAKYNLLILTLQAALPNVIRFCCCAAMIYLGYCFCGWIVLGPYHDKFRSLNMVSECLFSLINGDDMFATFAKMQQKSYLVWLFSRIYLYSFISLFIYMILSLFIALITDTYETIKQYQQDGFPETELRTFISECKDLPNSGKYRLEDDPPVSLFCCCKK
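Test system: HEK293 cells stably carrying human TRPML3-YFP; Doses: single dose, 3 µM final nominal compound, 0.3% DMSO final; Schedule: dye loading 1 h 37 °C then 30 min ambient, 125 s read; Technique: Fluo-8 calcium fluorescence; Benchmarks: high control carbachol 87 µM, low control DMSO.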
zfTRPN1 agonist: zebrafish TRPN1 channel agonists, primary screen, cell-based, HEK293, calcium fluorescence. HEK293 zebrafish TRPN1-YFP, Fluo-8 calcium fluorescence; 100% = response to 87 µM carbachol. hit rate 0.18% among 220,000. AID 1424, 2008. activation, % at 3 µM;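 active means activation above its plate's cutoff, the mean activation of test wells on that plate plus 3 SD, cut at about 19% in these data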;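 further: 0% = DMSO alone and 100% = 87 µM carbachol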
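Assay system: Zebrafish TRPN1-YFP in HEK293 cells | Incubation: Dye loading 1 h at 37 °C, then 30 min room temperature | Measured by: Kinetic Fluo-8 fluorescence, ex 470-495, em 515-575 nm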
PPC-1+TRAIL kill: compounds killing PPC-1 cancer cells with TRAIL present, primary screen, TRAIL potentiator project, ATPLite luminescence, uHTS; PPC-1 cells + TRAIL, ATPLite viability luminescence; cell killing (% activity), % at 4 µM; hit rate 0.41% among 220,000; AID 1443, 2008;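 active means cell killing above 50% in the first pass at 4 µM, then a duplicate retest at 5 µM averaging 50% or more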;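 further: plate controls were cells with TRAIL plus DMSO for no effect and medium-only wells lacking cells for full effect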
The depositor's hits bear a star; / = not tested or not shown; [ ] = another dose, or the depositor's remark.

SMILES	CHOP inhibitor	Mdm2 ligase inh	p47phox inh	TNF death inh	Runt-SMMHC FRET	EBV gp42 inh	TRPML3 ag	zfTRPN1 agonist	PPC-1+TRAIL kill
CCN(CC)C(=O)CSc1ccc(C(F)(F)F)cc1[N+](=O)[O-]	0	-4	-6	0.9	4	5	0.7	-0.1	18
CCOc1ccccc1C1CC(=O)NC2=C1C(=O)CCC2 (centres undefined)	/	-15	-8	-13	-3	-15	0.3	1.8	14
COc1ccc(OC)c(-n2c(SCC(=O)NCc3ccco3)nnc2-c2c[nH]c3ccccc23)c1	11	-9	-11	1.7	-2	0	-0.1	-1.2	13
CCOC(=O)c1cc(-c2ccc(F)cc2)n(CC(=O)NCc2ccccn2)c1C	11	18	-4	-0.4	3	-3	0.1	-0.1	-3
CCCC(=O)Nc1nnc(SCC(=O)Nc2ccc3c(c2)OCCO3)s1	12	-11	-4	-0.2	1	-3	0.2	0.3	8
COc1ccc(OCCOC(=O)c2cccs2)cc1	-5	-9	-9	-0.1	1	-20	-0.3	-1.4	3
COc1cccc(/C=N\n2c(C)nnc2C)c1OC	-16	-3	-4	-0.2	0	6	1.3	0.8	3
C[C@@H]1NC(=O)c2cc([N+](=O)[O-])cc(I)c2OCC[C@@H](C(=O)NC(CC(=O)O)C(N)=O)NC(=O)[C@H](CCC(=O)O)NC1=O (some centres undefined)	15	/	-2	0.8	-1	-4	1.0	0.5	13
O=C(NCCCN1CCC(Cc2ccccc2)CC1)C1CC(=O)N(C2CCCCCC2)C1 (centres undefined)	33	-7	-12	-7.5	1	-2	0.4	-1.1	-12
CCc1nnc(NS(=O)(=O)c2ccc(NC(=S)NC(=O)/C=C/c3ccc(OC)cc3)cc2)s1	55	-12	-28	2.9	-4	-3	0.6	2.0	0

Single records, as listed above:
O=C(NCCCN1CCC(Cc2ccccc2)CC1)C1CC(=O)N(C2CCCCCC2)C1 (centres undefined) is listed with CHOP inhibitor = 33; Mdm2 ligase inh = -7; p47phox inh = -12; TNF death inh = -7.5; Runt-SMMHC FRET = 1; EBV gp42 inh = -2; TRPML3 ag = 0.4; zfTRPN1 agonist = -1.1; PPC-1+TRAIL kill = -12
CCCC(=O)Nc1nnc(SCC(=O)Nc2ccc3c(c2)OCCO3)s1 is listed with CHOP inhibitor = 12; Mdm2 ligase inh = -11; p47phox inh = -4; TNF death inh = -0.2; Runt-SMMHC FRET = 1; EBV gp42 inh = -3; TRPML3 ag = 0.2; zfTRPN1 agonist = 0.3; PPC-1+TRAIL kill = 8
CCOc1ccccc1C1CC(=O)NC2=C1C(=O)CCC2 (centres undefined) is listed with CHOP inhibitor = /; Mdm2 ligase inh = -15; p47phox inh = -8; TNF death inh = -13; Runt-SMMHC FRET = -3; EBV gp42 inh = -15; TRPML3 ag = 0.3; zfTRPN1 agonist = 1.8; PPC-1+TRAIL kill = 14

Remaining list, next part
SMILES	CHOP inhibitor	Mdm2 ligase inh	p47phox inh	TNF death inh	Runt-SMMHC FRET	EBV gp42 inh	TRPML3 ag	zfTRPN1 agonist	PPC-1+TRAIL kill
Cc1ccc(-n2[nH]c(=O)c(-c3ccccn3)c2C)cc1	63	-82	-6	0.8	0	1	0.7	-0.2	46[5 µM]
CCCC(=O)NCCCc1nc2ccccc2n1CCC	6	-13	-2	1.3	2	13	0.1	1.1	-10
CCc1nc2ccccc2n1Cc1ccc(F)cc1	6	-8	-2	0.2	-3	5	-0.2	-1.5	15
Cc1ccccc1NC(=S)NCc1ccco1	-2	-3	3	-6.0	2	-5	1.0	0.8	22
COc1ccc(-c2nc3c(=O)n(C)c(=O)[nH]c3n2CCc2ccccc2)cc1	7	3	-6	0.0	-2	0	-0.4	0.6	4
CCc1ccc(-n2c(O)c(C=NCCN(CC)CC)c(=O)[nH]c2=O)cc1	2	-6	-34	-3.3	0	-57	0.8	2.8	3
COc1ccc(C(CC(=O)O)NC(=O)Cc2ccccc2)cc1 (centres undefined)	12	-11	-13	1.7	2	-11	2.2	0.6	13
CC(C)(C)NC(=O)c1cccc2c1C(=O)c1ccccc1-2	-3	1	-8	0.7	-1	-14	-0.6	-1.6	2
Cc1ccc(NC(=O)/C(CN(C)C)=N\O)cc1	40	-15	-7	0.2	3	-1	0.3	1.1	16
COc1ccc(NC2(c3ccc(Cl)cc3)C(=O)c3ccccc3C2=O)cc1	16	-3	-15	-2.7	-7	-6	-0.1	-0.5	28
O=C(c1ccc2c(c1)OCO2)N(Cc1ccco1)C1(C(=O)NC2CCCCC2)CCCCC1	-12	-6	2	-1.5	-3	17	-0.1	-1.0	2
COc1ccc(CCNC(=O)c2sc3cc(C)ccc3c2Cl)cc1	4	-13	-4	-0.2	-2	-3	-0.6	1.9	33
COc1cccc(CN(C)CC(=O)Nc2ccccc2C(=O)Nc2ccccc2)c1	39	-4	-10	1.9	14	-2	0.4	-0.6	0
O=C(Nc1ccc([N+](=O)[O-])cc1Br)c1cccnc1	3	-7	-3	1.9	3	-7	0.1	-1.8	9
COc1ccc(-c2c3c(=O)n(C)c(=O)n(C)c3cn2-c2cccc(OC)c2)cc1	11	-4	-18	-0.8	2	-15	0.7	-0.7	3
O=C(CSc1nc2cc(Cl)ccc2s1)c1cc2ccccc2o1	60	0	-156	-0.4	-8	-26	0.9	2.1	5
O=C(O)CN1C(=O)CCS(=O)c2ccccc21 (centres undefined)	6	-12	-6	2.0	0	-14	0.9	0.3	8
CCCCNC(=O)COC(=O)c1ccc(N(C)C)cc1	4	5	0	0.7	-1	2	0.9	0.3	-2
Cc1cc(O)c(NC(=O)c2ccc(C)c([N+](=O)[O-])c2)cc1C	12	-32	1	-1.2	-3	-14	0.2	0.5	13
CCOC(=O)N1CCC(NC(=O)c2cc(C)c3c(C)nn(-c4ccccc4)c3n2)CC1	-4	/	-14	-0.4	4	-5	-0.2	-0.3	10
CCc1cc2c(SCC(=O)NC3CCS(=O)(=O)C3)ncnc2s1 (centres undefined)	20	2	-8	1.8	-3	-8	-1.0	1.1	14
CC(C)N(C(=O)CC1ON(C)C(=O)N1c1ccc(Cl)cc1)C(C)C (centres undefined)	7	-8	12	0.3	-3	-5	-0.2	-0.8	-15
O=C(NCC1CCCO1)C1c2ccccc2C(=O)N1C1CCCCCC1 (centres undefined)	11	3	-6	0.5	-3	-8	0.6	0.0	7
O=C(CNc1ccc2ccccc2c1)N/N=C/c1ccc([N+](=O)[O-])o1	99*	-3	5	-3.8	4	9	0.3	0.9	15
O=C(c1ccc(C(F)(F)F)cc1)C1CCCN(C(=O)CCc2cnccn2)C1 (centres undefined)	-1	-4	1	1.0	-5	-2	0.8	-0.5	20
CCCCN1C(=O)NC2NC(=O)NC21 (centres undefined)	-5	/	1	0.5	0	1	0.4	0.2	19
Cc1snc2sc(C(=O)c3ccc(Br)cc3)c(N)c12	92*	1	-10	-1.2	-22	9	1.0	-0.5	14
Cc1ccc(N2C(=O)CC(n3ccnc3)C2=O)cc1C (centres undefined)	-12	-8	-3	-3.5	-5	-15	0.8	0.7	9
CC1CCCC(C)N1S(=O)(=O)c1ccc(S(=O)(=O)N2CCOCC2)cc1 (centres undefined)	2	0	-10	5.5	4	-21	0.0	0.9	14
CCOc1cc(C(=O)NC(C)c2ccncc2)cc(OCC)c1OCC (centres undefined)	39	-13	-17	0.1	-7	-6	-0.6	-0.5	29
COc1ccccc1CNC(=O)CN1C(=O)C(C)N(c2ccc(C)cc2)C1=O (centres undefined)	38	-13	-13	-1.3	3	1	0.1	0.2	11
Cc1ccc(-n2cc(CN3CCN(Cc4nccn4C)CC3)c(-c3cccc(C)c3)n2)cc1	30	1	-14	5.8	-1	-16	0.7	1.0	-7
COc1ccc(C)cc1S(=O)(=O)N(CC(=O)Nc1ccc2c(c1)OCCO2)Cc1ccccc1	19	-16	-5	0.9	0	-5	0.2	-0.3	5
CCC(=O)c1ccc(OCC(O)Cn2nnc3ccccc32)cc1 (centres undefined)	-13	-9	1	-0.2	0	-12	1.0	-0.1	18
CCOC(=O)C1=c2s/c(=C\c3ccncc3)c(=O)n2C(N)=C(C(=O)OC)C1c1ccncc1 (centres undefined)	20	-3	-2	-11	-5	-16	1.0	0.2	-1
COC(=O)CNC(=O)C1CCCN1C(=O)OC(C)(C)C (centres undefined)	21	-2	-10	-0.2	-8	-5	0.5	0.7	15
Cc1c(Cl)cccc1NC(=O)CCN1CCCC(C)C1 (centres undefined)	5	-19	-15	1.5	2	-14	0.4	0.2	-25
CC(C)(C)NC(=O)NC(=O)CN1CCN(S(=O)(=O)c2ccc3c(c2)OCCO3)CC1	7	/	3	0.7	2	-12	0.3	1.3	7
CC(C)(C)OC(=O)C(C)(C)Sc1nnc(N)s1	7	-8	-13	0.1	2	0	-0.1	0.8	-2
CCCCC(=O)Nc1cccc(NC(=O)c2cccnc2Cl)c1	0	2	-12	3.1	-4	-16	-0.4	-0.4	6
CCc1ccc(C(=O)Nc2ccc(C)c(NS(C)(=O)=O)c2)cc1	-23	-1	-17	-1.3	0	-9	3.6	10	21
Cc1nc(C(=O)NNC(=O)c2ccccc2)c(C(F)(F)F)o1	9	-9	-5	-0.1	-1	-4	0.9	0.0	-6

Some of the entries so far, in markdown:
| mol | CHOP inhibitor | Mdm2 ligase inh | p47phox inh | TNF death inh | Runt-SMMHC FRET | EBV gp42 inh | TRPML3 ag | zfTRPN1 agonist | PPC-1+TRAIL kill |
| --- | --- | --- | --- | --- | --- | --- | --- | --- | --- |
| CC(C)(C)OC(=O)C(C)(C)Sc1nnc(N)s1 | 7 | -8 | -13 | 0.1 | 2 | 0 | -0.1 | 0.8 | -2 |
| CCCCC(=O)Nc1cccc(NC(=O)c2cccnc2Cl)c1 | 0 | 2 | -12 | 3.1 | -4 | -16 | -0.4 | -0.4 | 6 |
| CCc1ccc(C(=O)Nc2ccc(C)c(NS(C)(=O)=O)c2)cc1 | -23 | -1 | -17 | -1.3 | 0 | -9 | 3.6 | 10 | 21 |
